Bioassay records as filed in PubChem BioAssay.
Platelet DG rel – modulates dense granule release in human platelets; AID 1663; inhibition, %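 (compounds screened at 7.5 µM in platelet-rich plasma)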; human platelet-rich plasma, SFLLRN dense granule ATP release, luminescence; hit rate 0.22% among 300,000;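 active = mean replicate score, as percent of positive control, at or above 50; inconclusive = mean below 50 but at least one replicate at or above 50; inactive = mean and every replicate below 50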
HSF1 inh – HSF1 inhibition; NIH3T3-HGL HSE-luciferase, MG132-induced, luminescence 8 h; active compounds read low; activity change, negative = inhibition, % at 7.5 µM (by protocol); AID 2098; hit rate 0.77% among 300,000;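 active = more than half of replicate wells show activity change below -50%, luminescence cut by over half; inconclusive = some wells, but at most half, below -50%; inactive = no replicate well below -50%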;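 also: luciferase reports HSF-1 transcriptional activity via heat shock element; 0% = median of DMSO wells and -100% = zero luminescence signal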
HDAC3 inh – inhibitors of human histone deacetylase 3; hit rate 0.15% among 320,000; recombinant HDAC3, fluorogenic peptide/trypsin coupled, fluorescence; inhibition, % at 8.3 µM; in the data active = inhibition above about 26%, passing the limit was not always enough; inconclusive = no clear call, values can overlap the other calls
Target sequence (O15379 whole entry, looked up): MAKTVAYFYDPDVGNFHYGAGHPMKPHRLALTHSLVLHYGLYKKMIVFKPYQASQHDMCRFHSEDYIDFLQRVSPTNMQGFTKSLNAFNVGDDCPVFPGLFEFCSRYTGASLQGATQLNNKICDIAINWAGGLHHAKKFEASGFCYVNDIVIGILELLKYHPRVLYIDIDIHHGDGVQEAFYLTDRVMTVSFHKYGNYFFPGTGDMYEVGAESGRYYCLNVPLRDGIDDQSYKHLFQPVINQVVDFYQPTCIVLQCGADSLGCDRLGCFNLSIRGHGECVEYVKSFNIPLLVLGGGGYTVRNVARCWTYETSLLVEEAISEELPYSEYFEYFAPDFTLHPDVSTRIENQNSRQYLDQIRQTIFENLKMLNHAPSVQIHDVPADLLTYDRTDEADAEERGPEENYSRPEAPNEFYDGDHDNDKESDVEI
GSK3beta inhib – inhibitors of human GSK3beta kinase | P49841 | GST-GSK3beta kinase, ADP-Glo luminescence, 60 min; active compounds read low | activity score (negative = inhibition), % at 10 µM | hit rate 0.038% among 300,000 | AID 2097;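 active = more than half of replicate wells score below -50%, meaning over 50% inhibition versus plate controls; inconclusive = some replicates but at most half score below -50%; inactive = no replicate scores below -50%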;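 also: 0% = median DMSO wells and -100% = median GW8510 positive control wells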
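Assay system: GST-tagged human GSK3beta kinase, cell-free; Input: 1.6 ng GSK3beta; Medium: Tris/MgCl2 kinase buffer; Timing: 60 min enzyme reaction, room temperature; Signal: ADP-Glo luminescence quantifying ADP generated by kinase; Evaluation: score relative to plate controls; Benchmarks: DMSO neutral wells and GW8510 at 20 µM as positive.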
HSF1 activator – increases HSF-1 driven luciferase reporter signal. activation, % at 9 µM. AID 504408. NIH3T3-HGL HSF-1 luciferase reporter, MG132, 8 h; 100% = twice DMSO control signal. hit rate 1.7% among 300,000;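 active = mean replicate activation of at least 50% with a set share of replicates each reaching 50%; inconclusive = only one of those two conditions met; inactive = mean below 50% and too few replicates reaching it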;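 also: 0% = median of the neutral control wells and 100% = twice that signal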
GSK3 alpha inh – human GSK-3 alpha kinase inhibition; P49840; ADP-Glo luminescence, 60 min; inhibition, % at 10 µM; hit rate 0.1% among 320,000;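 in the data active = inhibition above about 50%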;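 also: GST-tagged GSK-3 alpha with peptide substrate and 25 µM ATP; 0% = DMSO neutral wells and 100% = GW8510 positive control wells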
Target sequence (P49840 whole entry, looked up): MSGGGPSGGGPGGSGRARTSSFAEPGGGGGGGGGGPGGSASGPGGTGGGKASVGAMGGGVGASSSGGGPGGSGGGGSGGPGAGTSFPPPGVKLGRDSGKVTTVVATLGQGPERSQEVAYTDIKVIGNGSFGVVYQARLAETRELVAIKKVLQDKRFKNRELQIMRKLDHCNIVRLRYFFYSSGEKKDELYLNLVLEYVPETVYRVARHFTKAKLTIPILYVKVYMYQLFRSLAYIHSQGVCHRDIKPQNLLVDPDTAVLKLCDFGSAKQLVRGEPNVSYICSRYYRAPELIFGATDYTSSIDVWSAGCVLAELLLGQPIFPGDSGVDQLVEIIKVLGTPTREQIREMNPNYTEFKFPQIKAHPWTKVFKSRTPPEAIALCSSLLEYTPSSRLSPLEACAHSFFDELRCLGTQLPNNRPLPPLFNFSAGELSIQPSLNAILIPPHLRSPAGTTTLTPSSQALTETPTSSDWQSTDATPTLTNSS
Dyrk1A ADPGlo – blocks rat Dyrk1A kinase activity. Q63470. ADP-Glo luminescence, NFATc1 peptide. inhibition, % at 12.5 µM. hit rate 0.43% among 310,000. AID 504441; in the data active = inhibition above about 50%;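 also: plate controls were vehicle with enzyme for no effect and no enzyme for full effect; many of its hits are not listed in these tables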
AI-2 QS mod – Vibrio harveyi AI-2 quorum sensing modulation; activity change, % at 7.5 µM; AID 2094; hit rate 0.4% among 300,000; Vibrio harveyi JMH597 AI-2 luminescence/OD600 ratio, 9 h; active compounds read low; strain lacks LuxN and CqsS sensors; 0 = neutral-control median; in the data active = activity change below about -75%, passing the limit was not always enough; inconclusive = no clear call, values can overlap the other calls;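 also: luminescence divided by OD600 gain over 9 h not by final OD600 alone; inactives centre near 13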
HSP90 inh – blocks HSP90-mediated luciferase refolding in reticulocyte lysate; Rabbit reticulocyte lysate, luciferase refolding luminescence, 3 h; inhibition, % at 5.6 µM; hit rate 0.91% among 290,000; AID 1789;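 active = inhibition above the screen-wide mean plus 3 SD, computed separately per campaign, cut at about 16% in these data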;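 also: 0% = DMSO wells and 100% = 60 µM geldanamycin wells; inhibitors lower the luminescence because luciferase stays unfolded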
PolyA inhibitor – yeast polyadenylation inhibition; S. cerevisiae SKY197-pL101 polyadenylation reporter, beta-gal luminescence; efflux-impaired pdr1/pdr3 knockout yeast; score 100 = 6 SD above DMSO; calls only at 12 µM; hit rate 0.02% among 300,000;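 active = lowest replicate activity score at least 50, where 100 means six control SD above control mean; inconclusive = lowest score under 50 but half or more replicates reach 50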;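 also: yeast exposed to compound for 9 h at 30 °C; higher score means more reporter readthrough which indicates perturbed polyadenylation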
Numbers without * were called inactive. Not all compounds are listed (hit frequency here may not be typical).

`Cc1nc(N2CCN(c3ccccn3)CC2)c2c(C)c(C(=O)Nc3ccccc3F)sc2n1` gave Platelet DG rel 3, HSF1 inh -5, GSK3beta inhib 2, HSF1 activator -1, GSK3 alpha inh 2, Dyrk1A ADPGlo -1, AI-2 QS mod 27, HSP90 inh -1 and PolyA inhibitor inactive.
`Cc1nc2nc(SCC(=O)O)nn2c(C)c1Cc1ccccc1Cl` gave Platelet DG rel -3, HSF1 inh -5, HDAC3 inh 4, GSK3beta inhib 1, HSF1 activator 4, GSK3 alpha inh -3, Dyrk1A ADPGlo 0, AI-2 QS mod -1, HSP90 inh -1 and PolyA inhibitor inactive.
CS(=O)(=O)N(CC(=O)Nc1cccnc1)c1ccc2c(c1)OCO2 was read as Platelet DG rel -4, HSF1 inh 6, HDAC3 inh 0, GSK3beta inhib 0, HSF1 activator 24, GSK3 alpha inh -1, Dyrk1A ADPGlo 5, AI-2 QS mod 41, HSP90 inh 0 and PolyA inhibitor inactive.
COc1ccc(NC(=O)C/C(C)=N/NC(=O)C(=O)NC2CCCCC2)c(OC)c1 was read as Platelet DG rel 1, HSF1 inh -1, HDAC3 inh 0, GSK3beta inhib -1, HSF1 activator 32, Dyrk1A ADPGlo -2, AI-2 QS mod 11, HSP90 inh 1 and PolyA inhibitor inactive.
`CCOC(=O)c1[nH]c2ccc(OCC)cc2c1NC(=O)CN1CCC2(CC1)OCCO2` gave Platelet DG rel 3, HSF1 inh -8, HDAC3 inh -18, GSK3beta inhib 1, HSF1 activator -2, GSK3 alpha inh -3, Dyrk1A ADPGlo -1, AI-2 QS mod 19, HSP90 inh -6 and PolyA inhibitor inactive.
Screening CC(=O)Oc1cccc(C2C3=C(CC(C)(C)CC3=O)Nc3ccccc3N2C(C)=O)c1 (stereo not drawn) returned Platelet DG rel 9, HSF1 inh -3, HDAC3 inh 4, GSK3beta inhib -4, HSF1 activator 12, GSK3 alpha inh -3, Dyrk1A ADPGlo 16, AI-2 QS mod -10, HSP90 inh -5 and PolyA inhibitor inactive.
CCN(CC)CCN1C(=O)C(=O)/C(=C(/O)c2c(C)[nH]c(C(=O)OC)c2C)C1c1ccco1 (stereo not drawn) was read as Platelet DG rel 8, HSF1 inh -6, HDAC3 inh 2, GSK3beta inhib 1, HSF1 activator 4, GSK3 alpha inh 3, Dyrk1A ADPGlo 0, AI-2 QS mod 6, HSP90 inh -2 and PolyA inhibitor inactive.
CCOC(=O)c1c(C)[nH]c(C)c1C(=O)CSc1nc2ccccc2n1CC was read as Platelet DG rel -3, HSF1 inh -26, HDAC3 inh 8, GSK3beta inhib -2, HSF1 activator -42, GSK3 alpha inh -4, Dyrk1A ADPGlo 2, AI-2 QS mod 32, HSP90 inh 2 and PolyA inhibitor inactive.
CC(C)CNC(=O)c1cccc(NC(=O)C(C)Oc2ccccc2)c1 (stereo not drawn) was read as Platelet DG rel 5, HSF1 inh -3, HDAC3 inh -4, GSK3beta inhib 1, HSF1 activator -7, GSK3 alpha inh 1, Dyrk1A ADPGlo -6, AI-2 QS mod 11, HSP90 inh -3 and PolyA inhibitor inactive.
For O=C1c2ccccc2C(O)N1Cc1ccccc1 (stereo not drawn) the results were Platelet DG rel 9, HSF1 inh -11, HDAC3 inh 3, GSK3beta inhib 1, HSF1 activator -3, GSK3 alpha inh -1, Dyrk1A ADPGlo 6, AI-2 QS mod 5, HSP90 inh 4 and PolyA inhibitor inactive.
`CC(NCc1ccc(F)cc1)C(=O)Nc1cc(S(=O)(=O)N2CCCCC2)ccc1Cl` (stereo not drawn) gave Platelet DG rel inconclusive, HSF1 inh 15, HDAC3 inh 2, GSK3beta inhib -5, HSF1 activator 31, GSK3 alpha inh -1, AI-2 QS mod 8, HSP90 inh -2 and PolyA inhibitor inactive.
Screening Cc1ccc(N(CC(=O)NCc2ccco2)C(=O)CCC(=O)Nc2ccccn2)cc1C returned Platelet DG rel 7, HSF1 inh -4, HDAC3 inh 2, GSK3beta inhib 1, HSF1 activator -18, GSK3 alpha inh 0, Dyrk1A ADPGlo 5, AI-2 QS mod 4, HSP90 inh -1 and PolyA inhibitor inactive.
Screening COc1cc(S(=O)(=O)NCCCN2CCOCC2)ccc1-n1cnnn1 returned Platelet DG rel 1, HSF1 inh 1, HDAC3 inh -20, GSK3beta inhib -3, HSF1 activator 7, GSK3 alpha inh -1, AI-2 QS mod 3, HSP90 inh 1 and PolyA inhibitor inactive.
For CCn1c(C)nc2cc(C(=O)NNC(=O)Nc3ccc(Cl)cc3)ccc21 the results were Platelet DG rel 0, HSF1 inh 0, HDAC3 inh 3, GSK3beta inhib -1, HSF1 activator 2, GSK3 alpha inh -2, Dyrk1A ADPGlo -2, AI-2 QS mod 18, HSP90 inh 0 and PolyA inhibitor inactive.
For Cc1ncc(CO)c(/C=N/Nc2ccc(C(F)(F)F)cn2)c1O the results were Platelet DG rel 6, HSF1 inh 2, HDAC3 inh 12, GSK3beta inhib 1, HSF1 activator 2, GSK3 alpha inh 5, Dyrk1A ADPGlo 50*, AI-2 QS mod 20, HSP90 inh -1 and PolyA inhibitor inactive.
For CCN(CC)CCNC(=O)C(=O)NCC1OCCN1S(=O)(=O)c1ccc2c(c1)OCCO2 (stereo not drawn) the results were Platelet DG rel 1, HSF1 inh -1, HDAC3 inh 2, GSK3beta inhib -2, HSF1 activator 1, AI-2 QS mod 13, HSP90 inh 5 and PolyA inhibitor inactive.
For COc1ccc(C(=O)CCN2CCC(C)CC2)cc1 the results were Platelet DG rel 1, HSF1 inh -2, HDAC3 inh 0, GSK3beta inhib 1, HSF1 activator 11, GSK3 alpha inh -1, Dyrk1A ADPGlo 5, AI-2 QS mod 10, HSP90 inh 1 and PolyA inhibitor inactive.
For O=c1c(-c2ccccc2)c(-c2ccccc2)oc2cc(O)cc(O)c12 the results were Platelet DG rel -6, HSF1 inh 2, HDAC3 inh 2, GSK3beta inhib -4, HSF1 activator 5, GSK3 alpha inh 7, Dyrk1A ADPGlo 46, AI-2 QS mod 38, HSP90 inh -8 and PolyA inhibitor inactive.
CCOc1ccc(NC2=NCC(=O)N2CCc2ccccc2)cc1 was read as Platelet DG rel 1, HSF1 inh 2, HDAC3 inh -6, GSK3beta inhib 2, HSF1 activator 0, GSK3 alpha inh 0, Dyrk1A ADPGlo 21, AI-2 QS mod 11, HSP90 inh 2 and PolyA inhibitor inactive.
For Cc1ccc(OCc2ccc(C(=O)Nc3nccs3)o2)cc1 the results were Platelet DG rel 3, HSF1 inh 36, HDAC3 inh 6, GSK3beta inhib -4, HSF1 activator 60*, GSK3 alpha inh 3, Dyrk1A ADPGlo -1, AI-2 QS mod 26, HSP90 inh 4 and PolyA inhibitor inactive.
Screening CCCCOc1ccc(C(=O)N(Cc2ccccc2)C2CCS(=O)(=O)C2)cc1 (stereo not drawn) returned Platelet DG rel 5, HSF1 inh 4, HDAC3 inh 5, GSK3beta inhib 2, HSF1 activator -15, GSK3 alpha inh 3, Dyrk1A ADPGlo 1, AI-2 QS mod 16, HSP90 inh -2 and PolyA inhibitor inactive.
For Cn1cc(CN2CCN(Cc3cccnc3)CC2)c(-c2ccc3c(c2)OCCO3)n1 the results were Platelet DG rel 0, HSF1 inh -1, HDAC3 inh 5, GSK3beta inhib 7, HSF1 activator -5, GSK3 alpha inh -2, Dyrk1A ADPGlo -2, AI-2 QS mod 18, HSP90 inh 0 and PolyA inhibitor inactive.
`Cc1cc(C)c(S(=O)(=O)N2CCOC2CNC(=O)C(=O)NCCN(C)C)c(C)c1` (stereo not drawn) gave Platelet DG rel 1, HSF1 inh 1, HDAC3 inh 0, GSK3beta inhib -1, HSF1 activator -1, GSK3 alpha inh 0, Dyrk1A ADPGlo 9, AI-2 QS mod 15, HSP90 inh -3 and PolyA inhibitor inactive.
Screening CCCCn1c(=O)[nH]c(=O)c2c1nc(Cn1ncc(Cl)c(Cl)c1=O)n2CCC returned Platelet DG rel 16, HSF1 inh -93*, HDAC3 inh 0, GSK3beta inhib 2, HSF1 activator -93, GSK3 alpha inh 2, Dyrk1A ADPGlo 0, AI-2 QS mod 11, HSP90 inh 4 and PolyA inhibitor inactive.
`Cc1ccc(C)c2[nH]c(=O)c(CCNC(=O)CC(C)C)cc12` gave Platelet DG rel 4, HSF1 inh 1, HDAC3 inh 9, GSK3beta inhib -3, HSF1 activator 12, GSK3 alpha inh -2, Dyrk1A ADPGlo 4, AI-2 QS mod 4, HSP90 inh -4 and PolyA inhibitor inactive.
Screening CCOc1ccc(N(CC(=O)NC2CCCCC2)C(=O)CCC(=O)Nc2ccccn2)cc1 returned Platelet DG rel -35, HSF1 inh -4, HDAC3 inh 7, GSK3beta inhib 3, HSF1 activator -17, GSK3 alpha inh -1, Dyrk1A ADPGlo -5, AI-2 QS mod 25, HSP90 inh 1 and PolyA inhibitor inactive.
Screening CCCN1C(=O)C(Cc2nc3ccccc3c(=O)n2-c2ccccc2)c2ccccc21 (stereo not drawn) returned Platelet DG rel -9, HSF1 inh -1, HDAC3 inh 4, GSK3beta inhib 2, HSF1 activator 19, GSK3 alpha inh -1, Dyrk1A ADPGlo -1, AI-2 QS mod 27, HSP90 inh 3 and PolyA inhibitor inactive.
`COC(=O)C(NC(=O)c1ccc(OC)cc1)(Nc1ncc(S(=O)(=O)c2ccc([N+](=O)[O-])cc2)s1)C(F)(F)F` (stereo not drawn) gave Platelet DG rel 3, HSF1 inh -1, HDAC3 inh -4, GSK3beta inhib -2, HSF1 activator 3, GSK3 alpha inh -1, Dyrk1A ADPGlo -6, AI-2 QS mod 37, HSP90 inh 2 and PolyA inhibitor inactive.
COCCn1c(SCc2cc(=O)n3cc(C)ccc3n2)nc2ccccc2c1=O was read as Platelet DG rel 1, HSF1 inh 4, HDAC3 inh -9, GSK3beta inhib 4, HSF1 activator -4, GSK3 alpha inh -1, AI-2 QS mod 10, HSP90 inh -1 and PolyA inhibitor inactive.
For Cn1nccc1C(=O)Nc1ccc(S(=O)(=O)N2CCCC2)cc1 the results were Platelet DG rel -8, HSF1 inh 4, HDAC3 inh -2, GSK3beta inhib 3, HSF1 activator 3, GSK3 alpha inh -3, Dyrk1A ADPGlo 2, AI-2 QS mod 29, HSP90 inh -4 and PolyA inhibitor inactive.
Screening CS(=O)(=O)N(Cc1ccccc1)c1ccc(C(=O)Nc2ccccc2C(=O)O)cc1 returned Platelet DG rel 10, HSF1 inh 3, HDAC3 inh -10, GSK3beta inhib 4, HSF1 activator -11, Dyrk1A ADPGlo 13, AI-2 QS mod -5, HSP90 inh 0 and PolyA inhibitor inactive.
For NC(=O)C1CCCN(C(=S)Nc2cccc3ccccc23)C1 (stereo not drawn) the results were Platelet DG rel 9, HSF1 inh 17, HDAC3 inh 1, GSK3beta inhib 1, HSF1 activator 48, GSK3 alpha inh -2, Dyrk1A ADPGlo -3, AI-2 QS mod 16, HSP90 inh 2 and PolyA inhibitor inactive.
